Source: PubChem BioAssay
Vif inh: HIV Vif inhibition; HEK293T cells, Vif self-association by quenched fluorescence, imaging, 24 h; inhibition, % at 7.49 µM; hit rate 0.35% among 340,000; AID 602346; in the data active means inhibition above about 50%, passing the limit was not always enough; further: some results filed as inactive read as strong as hits
iPSC survival up: enhancers of human iPSC single-cell survival. hiPSC single-cell survival, ATPlite luminescence; 100% = ROCK inhibitor wells, 0% = DMSO. survival enhancement, % at 20 µM. hit rate 0.044% among 360,000; in the data active means survival enhancement above about 18%;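 further: cells exposed to compounds for 16 hours before the ATP read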
aDG glyco up: increases alpha dystroglycan glycosylation. Pro5-aDG cells, alpha-DG glycosylation AlphaScreen (IIH6); 0% Pro5, 100% B10-LARGE cell signal. activation, % at 10 µM. hit rate 0.22% among 360,000;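 active means activation of at least 8% versus controls, or a plate z-score of at least 8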;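 further: Pro5 are CHO cells carrying HIG-tagged alpha-DG that lacks glycosylation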
HIF-2a block: inhibitors of HIF-2a | inhibition, % at 18.8 µM | hit rate 0.72% among 360,000 | 786-0 RCC cells HIF-2a reporter, luciferase luminescence, overnight;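 active means inhibition of the luminescence signal of 40% or more relative to plate controls, in a single-dose primary screen at 18.75 µM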
NR2E3 ag-1: activates human photoreceptor nuclear receptor NR2E3. inhibition of corepressor binding, % at 4.78 µM. hit rate 0.12% among 320,000. GST-NR2E3/biotin-RetCOR TR-FRET, 1536-well. AID 2300;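 active means percent inhibition above the cutoff of mean plus 3 SD of all tested compounds, set per screening campaign, cut at about 20% in these data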;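 further: 0% = DMSO wells and 100% = biotin wells as full block of FRET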
Target sequence (Q9Y5X4 whole entry, looked up): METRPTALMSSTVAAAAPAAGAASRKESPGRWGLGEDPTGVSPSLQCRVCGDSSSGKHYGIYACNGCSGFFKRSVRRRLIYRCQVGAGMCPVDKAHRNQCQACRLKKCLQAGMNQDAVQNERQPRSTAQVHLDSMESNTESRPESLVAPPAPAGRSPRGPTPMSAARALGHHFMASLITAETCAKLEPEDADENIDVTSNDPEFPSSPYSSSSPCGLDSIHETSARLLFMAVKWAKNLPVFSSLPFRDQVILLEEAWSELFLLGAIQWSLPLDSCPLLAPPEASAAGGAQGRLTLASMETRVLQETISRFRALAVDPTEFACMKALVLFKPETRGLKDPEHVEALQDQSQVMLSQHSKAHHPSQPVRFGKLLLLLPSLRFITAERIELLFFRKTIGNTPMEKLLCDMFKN
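System: GST-tagged NR2E3 plus biotinylated RetCOR corepressor; Amount: 1.35 nM GST-tagged NR2E3 final; Dosing: single nominal compound dose of 4.8 µM; Schedule: 5 h incubation at 4 °C; Technique: TR-FRET with europium anti-GST and streptavidin-D2, 340 nm excitation; Controls: biotin wells as high control, 0.6% DMSO wells as low control.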
Exocytosis inh: blocks lytic granule exocytosis | TALL-104 LAMP-1 surface exposure, flow cytometry; cells stimulated with thapsigargin and PMA | inhibition, % at 10 µM | hit rate 0.66% among 360,000 | AID 651702;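 active means inhibition above about 55%, limit read from the data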
TRPM1 prom inh: inhibitors of MITF-driven TRPM1 promoter in melanoma cells | SK-MEL-5 TRPM1 promoter luciferase, 24 h | inhibition, % at 12.5 µM | hit rate 0.83% among 330,000 | AID 488899;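 active means mean inhibition across replicates of 60% or more, whatever share of single replicates reaches that level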; further: values of inactives mirror those of a sister screen read the other way
NR2E3 ag-2: human photoreceptor-specific nuclear receptor agonism | AID 602229 | hit rate 0.35% among 360,000 | CHO-S Gal4-NCOR/VP16-NR2E3 two-hybrid, luciferase | inhibition of corepressor binding, % at 3.98 µM;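 active means inhibition above the mean of all tested compounds plus 3 SD, cut at about 70% in these data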;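 further: 0% = DMSO with NR2E3 transfected cells and 100% = cells lacking NR2E3 construct; higher means lower luciferase signal from less NR2E3 corepressor binding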
Peg3 prom inh: reduces Peg3 promoter-driven luciferase expression in HeLa; HeLa PEG-Prom luciferase reporter, luminescence, overnight; inhibition, % at 20 µM; hit rate 1.7% among 360,000;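 active means inhibition of at least 50% at 20 µM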
PDI turbidity: blocks human protein disulfide isomerase activity; P07237; PDI insulin aggregation turbidity, A650, 90 min; inhibition, % at 10 µM; hit rate 0.052% among 350,000; AID 588391;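 active means mean inhibition across replicates of 30% or more, whatever share of single replicates reach that level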;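 further: absorbance from insulin aggregation driven by PDI reduction with DTT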
Target sequence (P07237 whole entry, looked up): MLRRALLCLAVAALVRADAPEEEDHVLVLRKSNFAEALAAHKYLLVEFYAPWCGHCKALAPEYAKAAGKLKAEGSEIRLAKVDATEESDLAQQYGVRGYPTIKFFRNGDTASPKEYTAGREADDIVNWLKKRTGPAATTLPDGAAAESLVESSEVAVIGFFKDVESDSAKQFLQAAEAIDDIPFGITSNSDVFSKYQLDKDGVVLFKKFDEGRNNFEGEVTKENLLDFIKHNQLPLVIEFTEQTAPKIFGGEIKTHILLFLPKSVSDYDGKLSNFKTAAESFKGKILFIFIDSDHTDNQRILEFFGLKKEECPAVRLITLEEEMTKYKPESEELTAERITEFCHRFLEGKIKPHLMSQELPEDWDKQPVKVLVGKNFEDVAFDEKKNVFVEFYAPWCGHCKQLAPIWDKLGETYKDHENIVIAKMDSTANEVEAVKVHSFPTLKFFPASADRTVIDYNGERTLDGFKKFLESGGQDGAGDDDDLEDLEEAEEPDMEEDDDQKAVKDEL
CaV13 FRET inh: Primary screen for inhibitors of IQ motif and Ca2+-dependent inactivation inhibitor domain binding in CACNA1D, Förster resonance energy transfer in living cells, …. HEK cells, CFP/YFP FRET ICDI-IQ, plate reader, 10 min; percent FRET-ratio fall versus neutral wells. hit rate 0.098% among 340,000. inhibition, % at 12.3 µM. AID 743397;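 active means mean replicate inhibition of at least 30% and at least 1% of replicates passing that level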;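 further: 0% = median of the neutral control wells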
Active calls of the source: *; nt = not tested or not shown.

SMILES | Vif inh | iPSC survival up | aDG glyco up | HIF-2a block | NR2E3 ag-1 | Exocytosis inh | TRPM1 prom inh | NR2E3 ag-2 | Peg3 prom inh | PDI turbidity | CaV13 FRET inh
CC1C(=O)N(Cc2cn(CCC3OCCCO3)nn2)CCS(=O)(=O)N1Cc1ccc(-c2ccc(Cl)c(Cl)c2)cc1 (configuration not stated) | 3 | 1.7 | 0.6 | -33 | nt | -6 | nt | 68 | 35 | 18 | -3
CCOc1ccc(/C(O)=C2\C(=O)C(=O)N(c3ccc(OC)cc3)C2c2ccccc2[N+](=O)[O-])cc1 (configuration not stated) | -2 | -0.3 | 0.0 | -127 | 5 | 2 | nt | -153 | -149 | -17 | -4
COc1ccc(N2C(=O)CC(N3CCC(O)(c4cccc(C(F)(F)F)c4)CC3)C2=O)cc1 (configuration not stated) | nt | -1.9 | 0.0 | 17 | 0 | 0 | 5 | -5 | 2 | -4 | -5
COC(=O)c1c(NC(=O)C2CC2)sc(C(=O)Nc2ccccc2)c1C | -14 | 0.9 | -0.1 | -240 | 3 | 75* | -38 | -30 | -122 | -2 | 5
COc1ccc(CSc2n[nH]c(C)n2)cc1Br | 7 | -3.2 | -0.1 | -134 | 4 | -1 | -25 | -27 | -62 | -2 | -8
CC(=O)c1c(N2CCN(C(=O)c3ccco3)CC2)nc(=S)n(-c2ccccc2)c1C | 2 | -1.6 | -0.2 | -5 | 1 | -1 | 12 | 2 | -1 | 8 | -8
Cc1ccccc1OCCSc1nc2ncnc(N)c2[nH]1 | 3 | -0.2 | 0.0 | -6 | 2 | -1 | -3 | -11 | 5 | 6 | -2
CCn1c(C)nc2cc(C(=O)NN=Cc3ccccc3OC(F)F)ccc21 | -2 | 0.5 | 0.1 | -267 | nt | 1 | -85 | -59 | -221 | 4 | -5
CCc1nc(SCc2ccc(OC)cc2)n[nH]1 | 0 | -0.9 | -0.1 | -194 | 7 | 2 | -21 | -71 | -89 | -4 | -5
O=C(Cn1cc(COc2ccc3ccc(=O)oc3c2)nn1)c1ccc(O)cc1 | -4 | -1.6 | -0.1 | 3 | nt | -16 | -7 | -12 | 0 | 7 | -3
Cc1ccc(C2CC(=O)NC3=C2C(=O)CCC3)cc1Br (configuration not stated) | -5 | -3.8 | -0.1 | 14 | 0 | 0 | 5 | 37 | 13 | 6 | 0
CC1(c2nnc(-c3ccc(Cl)cc3)o2)CC(c2ccc(Cl)cc2)=NO1 (configuration not stated) | -4 | 0.7 | 0.1 | -9 | 1 | -8 | -9 | 10 | -3 | -1 | -5
CNC(=O)COC(=O)[C@@H](Nc1ccc(S(=O)(=O)N2CCOCC2)cc1[N+](=O)[O-])C(C)C | nt | 0.3 | 0.0 | 14 | 0 | -4 | 3 | -18 | 6 | 2 | -5
COc1ccc([N+](=O)[O-])cc1NC(=O)CSc1nc(C)c(C)c(C)n1 | 0 | -0.7 | 0.2 | 19 | -2 | -6 | -15 | -12 | 23 | -3 | -18
Cc1ccc(N2CCN(C3=NC(=O)C(Cc4ccccc4)S3)CC2)cc1 (configuration not stated) | -7 | -0.5 | 0.2 | 13 | 0 | 0 | 6 | 10 | 15 | -6 | -12
COc1ccc(C(=O)O)cc1S(=O)(=O)N(C)CCc1cccnc1 | -8 | 2.4 | 0.1 | 20 | -3 | 0 | 5 | 3 | 4 | 6 | -5
CC(C)NC(=O)C1(C)CCN1C(=O)c1c(F)cccc1F (configuration not stated) | 1 | 3.6 | 0.2 | 11 | nt | 8 | nt | 11 | 10 | 6 | -7
C/C(=N\NC(=O)c1cccc(S(=O)(=O)Nc2ccc(C)cc2C)c1)c1ccncc1 | -6 | 0.3 | 0.3 | 17 | nt | 1 | 3 | -5 | 12 | 1 | -6
Cc1nn(-c2ccccc2)c(Cl)c1/C=N/NC(=O)CNC(=O)c1ccccc1Cl | -7 | -1.4 | 3.5 | -46 | 4 | 6 | -7 | -4 | 5 | 0 | 5
Cc1ccccc1Cn1cc(S(=O)(=O)c2ccc(C(C)C)cc2)c(=O)c2cc3c(cc21)OCO3 | nt | 0.1 | 0.1 | 16 | 4 | -1 | -1 | -26 | 18 | -4 | -2
CC(C)N(C)C(=O)c1ccc(OC2CCN(CCc3ccccc3)CC2)cc1 | -4 | -0.3 | 0.1 | 9 | 1 | -1 | 16 | -13 | 2 | -9 | -2
O=C(COc1ccc(Br)cc1)N1CCN(c2ccccc2)CC1 | 13 | 3.3 | 0.0 | -7 | 6 | 9 | -11 | -29 | -15 | 6 | -5
CN=C(Cc1ccccc1)C1=C(O)CC(C)(C)CC1=O | 3 | -0.1 | 0.0 | 13 | -1 | 2 | 1 | -2 | -8 | -13 | -5
CCn1c(-c2cc3c(C(F)(F)F)nn(C)c3s2)n[nH]c1=S | 0 | 1.5 | 0.2 | 23 | -2 | -3 | 5 | 21 | 23 | 12 | -5
CCOc1ccc(S(=O)(=O)N2CCN(Cc3ccco3)CC2)cc1 | -10 | -0.5 | 0.1 | 5 | 1 | -1 | 14 | 4 | 22 | 12 | -2
Cc1ccccc1OCC(=O)NCc1ccccc1 | 3 | -0.1 | -0.2 | -16 | -1 | -3 | -17 | -16 | -23 | 9 | -17
C[C@H]1COC(=O)[C@H](Cc2ccc(F)cc2)C/C=C\C[C@@H](CC(=O)N(CCO)Cc2ccccc2)C(=O)N1 | -15 | 5.2 | -0.3 | 12 | nt | -4 | 8 | 6 | 1 | 1 | -4
NS(=O)(=O)c1ccc(NC(=O)CSc2ncn[nH]2)cc1 | -1 | 0.2 | -0.1 | 11 | 2 | -1 | 0 | -17 | -10 | 5 | -5
COc1ccc(CNc2nc(-c3ccccc3)nn2C(=O)c2cccs2)cc1 | -13 | 6.6 | 0.2 | -147 | -4 | -1 | -42 | -13 | -75 | 2 | -9
O=C(N/N=C/c1ccc(N2CCCCC2)o1)c1ccccc1 | 3 | -2.0 | 0.0 | 4 | 1 | 6 | -4 | -10 | 5 | -1 | -2
CC(=O)N1CCN(Cc2cc(=O)n3cc(Cl)c(C)c(Cl)c3n2)CC1 | -3 | -1.6 | 0.2 | 6 | 1 | -3 | 0 | 6 | 10 | 6 | -4
COc1ccc(Cn2nnc3c(=O)[nH]c(C4CCN(C(=O)c5ccccc5Cl)CC4)nc32)cc1 | -8 | 1.6 | -0.1 | 26 | 3 | 0 | 13 | 0 | 21 | 4 | -7
COc1ccc(CCNC(=O)c2ccc(=O)[nH]c2)cc1 | 10 | -1.1 | 0.1 | 7 | -1 | 1 | 3 | 1 | 7 | 1 | -5
CCOC(=O)c1ccc(N2C(=O)CC(N3CCCC(C)C3)C2=O)cc1 (configuration not stated) | -2 | -2.0 | -0.1 | -13 | 2 | 16 | 15 | -3 | 4 | 2 | -7
NC(=O)C1CCCN(C(=O)c2ccc(Cl)c(S(=O)(=O)N3CCc4ccccc43)c2)C1 (configuration not stated) | -19 | 0.0 | 0.4 | 6 | nt | -4 | 9 | -26 | 16 | 15 | -7
COc1cccc(S(=O)(=O)Nc2cccc(C(=O)N3CCOCC3)c2)c1 | nt | -0.6 | -0.3 | 3 | 1 | 4 | 2 | -6 | 0 | 0 | -4
CC(=O)Nc1ccc(NC(=O)CSc2nc3c(=O)n(C)c(=O)n(C)c3n2C)cc1 | -5 | 0.0 | 0.0 | -8 | nt | 2 | 1 | 6 | -9 | 4 | -4
CCCCCn1c(CN2CCN(C(=O)OCC)CC2)nc2c1c(=O)[nH]c(=O)n2C | 8 | -0.1 | 0.0 | 1 | 2 | 1 | 8 | -20 | 19 | 4 | -9
COc1ccc(S(=O)(=O)N2CCCCC2)cc1NC(=O)C1CC(=O)N(Cc2ccccc2)C1 (configuration not stated) | 0 | 0.3 | -0.4 | 13 | 0 | -1 | 9 | 23 | 11 | 4 | -6
Cc1ccn2c(=O)nc(SCC(=O)NC3CCCC3)nc2c1 | 1 | 0.5 | 0.0 | 8 | 0 | 0 | 0 | 6 | -3 | 3 | -6
CC(=O)Nc1cccc(NC(=O)Nc2cccc3ccccc23)c1 | -7 | -0.1 | 0.2 | -3 | 3 | 3 | -1 | -11 | -30 | -6 | nt
O=C(CNC(=S)NC(=O)c1ccccc1)c1ccccc1 | 11 | 1.4 | 0.1 | -170 | 1 | -1 | -29 | -91 | -154 | 5 | -6
CCOc1ccccc1N1C(=O)c2ccc(C(=O)O)cc2C1=O | 15 | 2.0 | 0.2 | 7 | 0 | 0 | 0 | -5 | 6 | -8 | -6
COc1ccc(C(=O)Nc2ccc(C(=O)NCCc3ccc(OC)c(OC)c3)cc2)cc1 | -16 | -0.2 | 0.0 | 13 | 0 | -1 | 1 | -6 | 11 | -6 | -4
O=C(Nc1ccc(Oc2ccccc2)cc1)c1csc(COCCO)n1 | nt | -2.0 | 1.1 | -144 | nt | -6 | nt | -37 | -97 | -4 | -13
O=C(NCc1ccccc1Cl)c1csc(COCCO)n1 | 2 | 0.2 | -0.3 | 12 | nt | -13 | nt | 2 | 10 | 1 | -5

This is a random part of the collection (roughly 3.5% active in at least one column).
